TrxR1 substrate: qHTS Assay for Substrates of Mammalian Selenoprotein Thioredoxin Reductase 1 (TrxR1): qHTS; AID 588456, 2011; Potency, µM (top dose mostly 114 µM), for inactives: at the highest dose activity change, negative = substrate turnover; 0.01% of 390,000 active; purified TrxR1 substrate turnover, NADPH consumption readout; Thioredoxin reductase 1, cytoplasmic (Rattus norvegicus), O89049; further: on the % scale 0 is the no-effect control and ±100 the full control effect; nearly all actives have a fitted effect of over 50% in size
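Rat TrxR1, dispensed at 90 nM, was prereduced with 400 uM NADPH (final) for 5 min at ~22 deg C, then incubated with compound 15 min before 400 uM selenite. A first-read NADPH fluorescence drop versus no-compound background flagged substrates.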
Vif-A3G inh: qHTS for Inhibitors of Vif-A3G Interactions: qHTS | DNA dC->dU-editing enzyme APOBEC-3G (Homo sapiens), Q9HC16 | 0.076% of 410,000 active | HeLa A3G-eYFP + Vif (tagged APOBEC3G with the HIV-1 protein that degrades it), YFP fluorescence, overnight | AID 602310, 2012 | Potency, µM (top dose mostly 46.1 µM), for inactives: at the top dose activity, negative = active, hits mostly inhibitors;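 further: on the % scale 0 is the no-effect control and ±100 the full control effect; nearly all actives have a fitted effect of over 60% in size; hits raise eYFP signal because A3G escapes Vif-driven loss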
Target sequence (Q9HC16 whole entry, looked up): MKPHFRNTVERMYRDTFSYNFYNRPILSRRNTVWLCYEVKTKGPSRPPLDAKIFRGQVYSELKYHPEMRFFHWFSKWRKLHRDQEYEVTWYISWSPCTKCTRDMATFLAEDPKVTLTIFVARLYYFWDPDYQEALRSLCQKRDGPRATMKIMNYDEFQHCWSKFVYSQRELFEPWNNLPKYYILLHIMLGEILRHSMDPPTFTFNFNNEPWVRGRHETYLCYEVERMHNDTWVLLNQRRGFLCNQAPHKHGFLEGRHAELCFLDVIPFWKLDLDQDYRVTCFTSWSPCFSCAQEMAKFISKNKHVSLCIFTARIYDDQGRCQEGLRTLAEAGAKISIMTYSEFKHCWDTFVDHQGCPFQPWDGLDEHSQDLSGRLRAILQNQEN
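Read-out is eYFP fluorescence (Ex 488/Em 500-530) from Vif-expressing HeLa A3G-eYFP cells; more signal means A3G escaped Vif-mediated degradation. Cells plated overnight, compound pinned in, incubated overnight at 37 deg C.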
Vif-APOBEC3F blk: qHTS for Inhibitors of Vif-A3F Interactions: qHTS; HeLa A3F-eYFP + Vif (tagged APOBEC3F with the HIV-1 protein that degrades it), YFP fluorescence increase; Potency, µM (series often up to 46.1 µM), without a hit: at the top dose activity, negative = active; 0.2% of 390,000 active; further: % of control where 0% means no effect; nearly all actives have a fitted effect of over 65% in size
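Fluorescence increase (Ex 488/Em 500-530) after overnight compound treatment at 37 deg C flags inhibition of Vif-driven A3F-eYFP loss in stable HeLa A3F-eYFP/Vif cells seeded overnight beforehand.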
RXFP1 ag: qHTS Assay for Agonists of the Relaxin Receptor RXFP1; Potency, µM (titrated, usually from 57.5 µM), without a hit: at the top dose activation, usual class: activators; 0.3% of 370,000 active; HEK293T-RXFP1 cAMP TR-FRET, 30 min; response scale: percent of porcine relaxin response, buffer zero; Relaxin receptor 1 (Homo sapiens), Q9HBX9; further: on the % scale 0 is the no-effect control and ±100 the full control effect; nearly all actives have a fitted effect of over 60% in size; many of its hits are not listed in these tables
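cAMP rise read by TR-FRET after 30 min, 37C compound exposure (up to 58 uM) in RXFP1-transfected HEK293 cells with Ro 20174 present. EC50 from Hill-equation fits, with 29 nM porcine relaxin as 100% and buffer as basal.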
rTrxR1 inhibitor: qHTS Assay for Inhibitors of Mammalian Selenoprotein Thioredoxin Reductase 1 (TrxR1): qHTS; Thioredoxin reductase 1, cytoplasmic (Rattus norvegicus), O89049; 1% of 390,000 active; recombinant rTrxR1, NADPH fluorescence consumption, selenite substrate; Potency, µM (top dose mostly 114 µM), without a hit: top-dose activity change, negative = inhibition, usual class: inhibitors; further: on the % scale 0 is the no-effect control and ±100 the full control effect; nearly all actives have a fitted effect of over 65% in size
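Rat TrxR1 (90 nM in the dispensed reagent) was pre-reduced with 400 uM NADPH for 5 min at room temperature, then incubated with compound for 15 min. After 400 uM selenite was added, NADPH fluorescence (Ex 340/Em 450 nm) was followed for 8 min.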
12-LOX inh: Primary qHTS assay for inhibitors of human arachidonate 12S-lipoxygenase (ALOX12): Round 2; Polyunsaturated fatty acid lipoxygenase ALOX12 (Homo sapiens), P18054; purified 12hLO, xylenol orange hydroperoxide absorbance; Potency, µM (highest dose often 108 µM), for inactives: at the highest dose activity change, negative = inhibition, actives largely listed as inhibitors; 1.1% of 580,000 active; further: on the % scale 0 is the no-effect control and ±100 the full control effect
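Hydroperoxide product was detected by ferrous iron/xylenol orange as the 573 to 405 nm absorbance ratio. Arachidonic acid at 40 uM (final) was turned over for 30 min at room temperature by 150 nM human 12hLO, pH 7.0 Hepes buffer, after 15 min compound preincubation.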
USP1-UAF1 inh: Inhibitors of USP1/UAF1: Primary Screen | Ubiquitin carboxyl-terminal hydrolase 1 (Homo sapiens), O94782 | recombinant USP1/UAF1, Ub-Rhodamine cleavage fluorescence | Potency, µM (series often up to 57.1 µM), inactives show at the highest dose activity change, negative = inhibition, hits mostly inhibitors | 0.23% of 390,000 active | AID 743255, 2014; further: on the % scale 0 is the no-effect control and ±100 the full control effect; nearly all actives have a fitted effect of over 60% in size; inactives centre near -12
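1 nM enzyme complex + cpd, 15 min RT; start with Ub-Rho 150nM final; kinetic fluorescence ex 480/em 540, 6 reads q60 s. Buffer 50mM HEPES pH 7.8, 0.5mM EDTA, 0.1 mg/ml BSA, 1mM TCEP, 0.01% Tween-20.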
IDH1 R132H inh: qHTS for Inhibitors of mutant isocitrate dehydrogenase 1 (IDH1): qHTS; IDH1-R132H enzyme, NADPH consumption, diaphorase/resazurin fluorescence; Potency, µM (titrated, usually from 76.6 µM), for the others: at the highest dose activity change, negative = inhibition, usual class: inhibitors; 0.093% of 390,000 active; AID 602179, 2012; further: on the % scale 0 is the no-effect control and ±100 the full control effect; nearly all actives have a fitted effect of over 65% in size
Target sequence (O75874 whole entry R132H, stated change not applied): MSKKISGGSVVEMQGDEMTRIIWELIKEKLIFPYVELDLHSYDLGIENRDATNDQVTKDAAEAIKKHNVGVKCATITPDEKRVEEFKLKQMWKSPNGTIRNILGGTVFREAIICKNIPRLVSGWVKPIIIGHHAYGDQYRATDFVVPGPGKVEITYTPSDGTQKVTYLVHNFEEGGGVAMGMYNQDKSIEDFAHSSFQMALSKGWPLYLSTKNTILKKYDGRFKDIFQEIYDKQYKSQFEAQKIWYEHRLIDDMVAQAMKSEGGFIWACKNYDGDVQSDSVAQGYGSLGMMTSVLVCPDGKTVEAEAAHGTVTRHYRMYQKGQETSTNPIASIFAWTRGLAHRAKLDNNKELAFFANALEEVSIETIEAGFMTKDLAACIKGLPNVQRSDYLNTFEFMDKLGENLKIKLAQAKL
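IDH1-R132H (0.5 ug/mL dispensed) in pH 7.5 Tris buffer was preincubated 30 min with compound, then given a substrate mix of 0.016 mM NADPH and 2 mM alpha-KG for 80 min at room temperature; remaining NADPH was read by diaphorase/resazurin fluorescence.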
RGS4 inhibitor: Inhibitors of Regulator of G Protein Signaling (RGS) 4: qHTS; Regulator of G-protein signaling 4 (Homo sapiens), P49798; Transcreener GDP fluorescence polarization, RGS4-accelerated GTP hydrolysis; Potency, µM (doses to about 114 µM), for the others: top-dose activity change, negative = inhibition, most hits filed as inhibitors; 0.039% of 390,000 active; AID 504845, 2011; further: on the % scale 0 is the no-effect control and ±100 the full control effect; nearly all actives have a fitted effect of over 75% in size; some results filed as inactive show a strong effect at the top dose
Target sequence (P49798 whole entry, looked up): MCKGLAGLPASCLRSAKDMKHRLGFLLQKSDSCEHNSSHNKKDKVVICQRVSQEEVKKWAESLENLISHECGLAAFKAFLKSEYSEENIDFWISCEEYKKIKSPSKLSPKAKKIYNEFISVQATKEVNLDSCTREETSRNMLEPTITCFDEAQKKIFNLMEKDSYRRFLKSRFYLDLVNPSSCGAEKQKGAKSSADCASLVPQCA
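MLSMR compounds (23 nl, pin-transferred) preincubated 10 min at room temperature with a 500nM (2x) first reagent, then RGS4 at 900nM (2x) plus Transcreener GDP mix added; fluorescence polarization (620/688 nm) read before and after 90 min at 30 °C.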
Numbers without * were called inactive; ? = inconclusive; · = no result given; & = joins results of further samples; [ ] = remark or other dose. The call rests on the fitted dose curve; in most records, active means well fitted curve in the direction sought with a large enough effect; inconclusive means small, poorly fitted or top-dose-only effect, or another doubt; inactive means no such curve, though single readings can be large; an effect the other way counts as inactive or inconclusive. Potency means the concentration at half of the fitted maximal effect. These rows are one share of the data. The share of hits here may be higher or lower than overall.

Structure	TrxR1 substrate	Vif-A3G inh	Vif-APOBEC3F blk	RXFP1 ag	rTrxR1 inhibitor	12-LOX inh	USP1-UAF1 inh	IDH1 R132H inh	RGS4 inhibitor
Cc1ccc(-n2nc(CO)c(C(=O)NCCO)n2)cc1	108.8%[activator]	4.4%	-1.3%	0.4%	68.6%[activator]	-9.3%	11.9%	-6.3%	3.2%
COCC1CCCCN1C(=O)C1CCN(c2nc(-c3ccccc3)nc3c2CCC3)CC1 (stereo not given)	-7.4%	2.4%	-1.2%	2.8%	-18.0%	17.4%	-18.5%	8.0%	-25.9%
Cc1ccc(NC(=O)N2CCC3(CC2)Oc2ccccc2C(=O)N3Cc2ccc(F)cc2)cc1	2.2%	3.5%	-3.8%	-2.3%	12.6%	-25.0%&5.9%	?	0.9%	0.6%
O=C(NCc1cccc(Cl)c1)c1ccc2c(c1)OCCO2	-4.1%	-2.6%	1.2%	-0.7%	-0.7%[57.1 µM]	12.4%	-12.7%	-2.4%	-1.6%
Cc1cccc(N2N=C(C(=O)N3CC(=O)Nc4ccccc43)CCC2=O)c1	-0.8%	3.8%	-0.1%	0.1%	-8.4%	?	-19.6%	-0.2%	-28.4%
CCCSc1nc2ccccc2n1CC(=O)O	-16.3%[57.1 µM]	1.2%	-1.6%	-0.2%	19.5%[57.1 µM]	-11.4%	-14.4%	0.3%	-21.4%
CCCCN(CCCNC(=O)C1CCN(S(=O)(=O)N2CCOCC2)CC1)Cc1ccccc1	-5.7%	-0.4%	3.5%	3.3%	-8.8%	-2.4%	-12.0%	0.2%	14.6%
O=C(C1CCC(CNc2nc(=S)[nH]c3ccccc23)CC1)N1CCN(c2ccc(F)cc2)CC1 (stereo not given)	4.3%[57.1 µM]	3.4%	2.3%	-1.7%	20.5%[57.1 µM]	-18.7%	-4.2%	-8.1%	-43.5%
CCn1c(N2CCN(C(=S)Nc3ccc(OC)cc3)CC2)nc2ccccc21	-0.1%	2.2%	4.4%	0.0%	8.7%	-28.4%	-2.2%	-7.0%	12.0%[56.9 µM]
Cc1ccc(N2CCN(C(=O)c3nn(C)c4c3CS(=O)(=O)c3ccccc3-4)CC2C)cc1 (stereo not given)	6.2%	-0.5%&-1.3%	-5.6%&-4.0%	2.2%&-0.3%	23.9%&13.5%	-20.8%&3.8%	-26.1%&-30.5%	8.9%&-7.6%	9.8%&2.7%
O=C(Cc1n[nH]c(=O)c2ccccc12)NCc1ccc(Cl)cc1	-3.5%	0.7%	1.8%	1.2%	-4.4%	-26.5%	0.5%	-4.6%	-3.0%
Cc1nc(COC(=O)c2cc(O)c3ccccc3c2O)cs1	16.3%	-5.2%	-10.7%	1.8%	?	?	?	15.7%	-5.8%[11.4 µM]
Cc1ccc(-n2ncc3c(NNC(=O)c4cccs4)ncnc32)cc1	-9.6%[57.1 µM]	0.2%	-16.3%	-0.7%	3.2%[57.1 µM]	12.9%	10.7%	-1.6%	13.9%
Cc1ccc2c(C)[nH]c(=O)cc2c1	-0.7%	-0.2%	3.7%	0.2%	-8.1%	0.0%	-13.3%	5.4%	-2.6%
COCCNC(=O)c1cccc(OC2CCN(Cc3ccc(C(C)C)cc3)CC2)c1	-0.5%	3.0%	-0.7%	0.2%	18.9%	0.0%	-7.6%	-6.8%	-14.2%
Clc1cccc(-c2ccc(CNCc3ccccn3)o2)c1	11.3%	-1.0%	10.4%	2.9%	?	-3.0%	-19.3%	6.9%	-2.7%
COC(=O)C1=C(C(=O)c2ccc(C)cc2)C(c2ccc(O)c(OC)c2)n2nnnc2N1 (stereo not given)	-6.2%	2.1%	-3.8%	1.4%	-2.4%	-2.2%	-13.7%	-2.5%	10.1%
c1ccc(Cn2nnnc2CN2CCCC2)cc1	8.1%	-2.3%	-2.8%	-0.1%	15.0%	-18.3%	0.0%	2.3%	-1.3%
COc1ccc(/C=N/NC(=O)COc2ccccc2-c2ccccc2)cc1	-6.4%	?	·	3.2%	-0.5%	-11.7%	-3.1%	-1.3%	5.5%
O=C(NCCC(=O)N1CCN(c2ncccn2)CC1)c1ccccc1	5.9%	0.0%	9.0%	0.3%	20.4%	-24.3%	-21.5%	1.9%	9.4%
CC1(NC(=O)CC(c2ccccc2)(c2ccccc2)c2ccccc2)CCN(Cc2ccc(-c3ccccc3)cc2)C1=O (stereo not given)	9.1%[57.1 µM]	-0.4%	0.3%	·	24.2%[57.1 µM]	?	-26.9%	8.0%	2.2%
CCOC(=O)N1CCc2c(sc(NCc3ccc(N(C)C)cc3)c2C(=O)Nc2ccc(OC)cc2)C1	-2.2%[57.1 µM]	-1.3%	3.5%	-0.1%	13.2%[57.1 µM]	?	28.2µM*	7.2%	-37.2%
Cc1cc(C)cc(-n2c(C)nc3cc(C(=O)O)ccc32)c1	5.4%[57.1 µM]	0.8%	-0.6%	-0.2%&-1.3%	20.6%[57.1 µM]	4.8%&-17.0%	1.0%&-15.2%	1.0%	3.4%&13.3%
CC(C)[C@H](NC(=O)[C@H](Cc1ccccc1)n1c(=O)[nH]c2ccccc2c1=O)C(=O)N1CCC[C@@H]1C(=O)O	7.1%	-1.6%	-4.6%	0.5%	15.6%	22.5%	-29.5%	-0.8%	-14.1%
CC1(C)Cc2c(cnn2-c2ccc(F)cc2)C(NC(=O)Cn2cncn2)C1 (stereo not given)	-6.0%	2.7%	6.8%	4.0%	-11.2%	21.0%	-10.3%	2.7%	-13.1%
COc1ccccc1NS(=O)(=O)c1ccc(C)c(C(=O)NCC(c2ccco2)N(C)C)c1 (stereo not given)	8.5%	-8.6%	-2.4%	2.0%	-17.8%	3.8%	-20.0%	-1.2%	-7.7%
CC(C)Cc1cc(CN2CCCC(CO)(Cc3cccc(Cl)c3)C2)[nH]n1 (stereo not given)	-4.2%	1.8%	3.3%	-2.9%	10.5%	-4.9%	-21.8%	11.0%	6.6%
COc1ccc(OCCCC(=O)Nc2cc(S(=O)(=O)N3CCCCC3)ccc2OC)cc1	4.7%	1.5%	1.5%	1.3%	40.9%	134.0%[activator]	-10.3%	4.9%	12.8%
Cc1ccc(-c2nc(C(=O)NCc3ccccc3Cl)c3n2CCCCC3)cc1	6.3%	-4.8%	3.3%	-0.3%	24.8%	?	-26.0%	1.5%	-7.2%
O=C(NCN1CCN(c2ccccn2)CC1)c1cnccn1	3.8%	4.2%	1.7%	2.2%	1.6%	0.0%	-12.4%	5.1%	-37.8%
O=C(NC1CCCCC1)C(c1ccncc1)N(C(=O)c1ccco1)c1ccc(F)cc1 (stereo not given)	1.7%	2.3%	-8.6%	2.4%	3.2%	-13.9%	-6.1%	?	3.9%
Cc1ccc(CNC(=O)N2CCC(CN3CCC(C)CC3)CC2)cc1	-1.6%[57.1 µM]	0.7%	4.1%	-0.6%	5.5%[57.1 µM]	-20.7%	-20.2%	-2.7%	34.5%

USP1-UAF1 inh, entries above that show a hit
mol,TrxR1 substrate,Vif-A3G inh,RXFP1 ag,rTrxR1 inhibitor,12-LOX inh,USP1-UAF1 inh,IDH1 R132H inh,RGS4 inhibitor
CCOC(=O)N1CCc2c(sc(NCc3ccc(N(C)C)cc3)c2C(=O)Nc2ccc(OC)cc2)C1,-2.2%[57.1 µM],-1.3%,-0.1%,13.2%[57.1 µM],?,28.2µM*,7.2%,-37.2%
